Screens: PubChem, several laboratories
aSyn 5UTR inh: 5' untranslated region of α-synuclein, MLPCN primary screen. 300,000 tested, 0.82% active. alpha-synuclein 5'UTR reporter, inhibitor activity. inhibition, % (tested at 7.5 µM); in the data active = inhibition above about 60%; inconclusive = no clear call, values can overlap the other calls;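 note: H4 neuroglioblastoma cells stably carrying SNCA 5'UTR luciferase fusion; 0% = DMSO wells and 100% = positive control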
HSF1 activator: increases HSF-1 driven luciferase reporter signal; NIH3T3-HGL HSF-1 luciferase reporter, MG132, 8 h; 100% = twice DMSO control signal; activation, % at 9 µM; 300,000 tested, 1.7% active;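 active = mean replicate activation of at least 50% with a set share of replicates each reaching 50%; inconclusive = only one of those two conditions met; inactive = mean below 50% and too few replicates reaching it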;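 note: 0% = median of the neutral control wells and 100% = twice that signal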
HSP90 inh: HSP90 refolding inhibition in rabbit reticulocyte lysate | luciferase refolding luminescence, 3 h | inhibition, % at 5.6 µM | 290,000 tested, 0.91% active | AID 1789;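 active = inhibition above the screen-wide mean plus 3 SD, computed separately per campaign, cut at about 16% in these data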;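 note: 0% = DMSO wells and 100% = 60 µM geldanamycin wells; inhibitors lower the luminescence because luciferase stays unfolded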
Platelet DG rel: platelet dense granule release activity. human platelet-rich plasma, SFLLRN dense granule ATP release, luminescence. 300,000 tested, 0.22% active. AID 1663. inhibition, %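 (compounds screened at 7.5 µM in platelet-rich plasma)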;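 active = mean replicate score, as percent of positive control, at or above 50; inconclusive = mean below 50 but at least one replicate at or above 50; inactive = mean and every replicate below 50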
HDAC3 inhib: inhibitors of human histone deacetylase 3 | recombinant HDAC3, fluorogenic peptide/trypsin coupled, fluorescence | inhibition, % at 8.3 µM | 320,000 tested, 0.15% active | AID 2718; in the data active = inhibition above about 26%, passing the limit was not always enough; inconclusive = no clear call, values can overlap the other calls
Target sequence (O15379 whole entry, looked up): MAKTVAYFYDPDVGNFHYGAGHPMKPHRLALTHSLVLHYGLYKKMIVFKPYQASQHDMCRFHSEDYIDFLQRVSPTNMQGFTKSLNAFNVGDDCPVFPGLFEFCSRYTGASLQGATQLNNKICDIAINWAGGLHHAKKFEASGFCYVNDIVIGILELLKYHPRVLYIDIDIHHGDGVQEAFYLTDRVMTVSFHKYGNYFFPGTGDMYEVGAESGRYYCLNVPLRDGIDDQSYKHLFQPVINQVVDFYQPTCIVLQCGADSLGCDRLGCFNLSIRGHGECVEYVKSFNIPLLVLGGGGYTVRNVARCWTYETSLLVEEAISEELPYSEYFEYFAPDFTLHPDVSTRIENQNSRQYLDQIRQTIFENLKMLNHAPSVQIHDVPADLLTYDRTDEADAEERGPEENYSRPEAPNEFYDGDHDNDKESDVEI
AI-2 QS mod: modulators of Vibrio harveyi AI-2 quorum sensing system; Vibrio harveyi JMH597 AI-2 luminescence/OD600 ratio, 9 h; hits give low values; strain lacks LuxN and CqsS sensors; 0 = neutral-control median; activity change, % at 7.5 µM; 300,000 tested, 0.4% active; AID 2094; in the data active = activity change below about -75%, passing the limit was not always enough; inconclusive = no clear call, values can overlap the other calls;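 note: luminescence divided by OD600 gain over 9 h not by final OD600 alone; inactives centre near 13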
KLF5 inhibitor: kruppel-like factor 5 inhibition; DLD-1 KLF5 promoter-luciferase reporter, luminescence; inhibition, % at 5 µM; 290,000 tested, 0.23% active; AID 1700;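 active = inhibition above a per-plate limit of that plate's mean compound inhibition plus 3 SD, cut at about 60% in these data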;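 note: 0% = DMSO wells and 100% = LY294002 at 200 µM; higher means less KLF5 promoter-driven luciferase light; inactives centre near -14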
IEC-6 tox: kills IEC-6 intestinal cells in KLF5 counter-screen. IEC-6 cytotoxicity, luminescence viability. inhibition, % at 5 µM. 290,000 tested, 0.78% active. AID 1825; in the data active = inhibition above about 22%;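 note: 0% = plate median of test compound wells and 100% = cytotoxic reference compound wells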
HSF1 inhib: HSF1 inhibition; NIH3T3-HGL HSE-luciferase, MG132-induced, luminescence 8 h; hits give low values; activity change, negative = inhibition, % at 7.5 µM (by protocol); 300,000 tested, 0.77% active;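 active = more than half of replicate wells show activity change below -50%, luminescence cut by over half; inconclusive = some wells, but at most half, below -50%; inactive = no replicate well below -50%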;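 note: luciferase reports HSF-1 transcriptional activity via heat shock element; 0% = median of DMSO wells and -100% = zero luminescence signal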
HIF activator: HIF pathway transcriptional activation | U2OS HRE-luciferase reporter, luminescence; normalized: DMSO 0%, desferrioxamine 100% | activation, % at 7.5 µM (by protocol) | 300,000 tested, 0.32% active | AID 1910;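 active = mean activation of at least 10% of the iron chelator positive control signal, with at least half of replicates also reaching 10%; inconclusive = mean and replicate majority disagree about reaching 10%; inactive = mean and most replicates under 10%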
* marks the source's active call; other numbers are inactive results. Not a hit list, and some 5% of all compounds hit somewhere here.

Screening COCCNC(=O)/C(C#N)=C/c1c(N2CCN(c3ccccc3)CC2)nc2ccccn2c1=O returned aSyn 5UTR inh -22, HSF1 activator 12, HSP90 inh 6, Platelet DG rel -7, HDAC3 inhib -1, AI-2 QS mod 23, KLF5 inhibitor -39, IEC-6 tox -5, HSF1 inhib 11 and HIF activator 1.9.
Screening CCn1c(SCC(=O)N2CCN(S(=O)(=O)c3ccccc3)CC2)nnc1-c1cccs1 returned aSyn 5UTR inh -6, HSF1 activator 6, HSP90 inh 1, Platelet DG rel 2, HDAC3 inhib -1, AI-2 QS mod 26, KLF5 inhibitor 7, IEC-6 tox 1, HSF1 inhib -1 and HIF activator 0.2.
Screening C=C(C)Cn1c(-c2cccs2)n[nH]c1=S returned aSyn 5UTR inh 13, HSF1 activator -13, HSP90 inh 4, Platelet DG rel -4, HDAC3 inhib 0, AI-2 QS mod 31, KLF5 inhibitor 16, IEC-6 tox 6, HSF1 inhib 2 and HIF activator 0.3.
Screening O=C(O)c1cc(Cl)c(Cl)cc1C(=O)Nc1cccc2ncccc12 returned aSyn 5UTR inh -13, HSF1 activator 56*, HSP90 inh 3, Platelet DG rel 7, HDAC3 inhib -4, AI-2 QS mod 16, KLF5 inhibitor -6, IEC-6 tox 4, HSF1 inhib 15 and HIF activator 0.0.
`Cc1ccc(/C=N/NC(=O)c2cccc(NC(=O)c3ccccc3Cl)c2)o1` gave aSyn 5UTR inh -5, HSF1 activator 5, HSP90 inh 6, Platelet DG rel 10, HDAC3 inhib 7, AI-2 QS mod 29, KLF5 inhibitor -14, IEC-6 tox 4, HSF1 inhib 2 and HIF activator -0.3.
For O=C(c1ccc2oc(Cc3ccc(Cl)cc3)nc2c1)N1CCCCC1CCO (stereo not drawn) the results were aSyn 5UTR inh -6, HSF1 activator 13, HSP90 inh 1, Platelet DG rel 0, HDAC3 inhib 0, AI-2 QS mod -66, KLF5 inhibitor -9, IEC-6 tox 0, HSF1 inhib 3 and HIF activator 0.3.
Screening O=C(COc1ccccc1C(=O)Nc1ccccc1)c1ccc(Br)cc1 returned aSyn 5UTR inh 13, HSF1 activator 29, HSP90 inh -3, Platelet DG rel 17, HDAC3 inhib 0, AI-2 QS mod 0, KLF5 inhibitor 3, IEC-6 tox 3, HSF1 inhib 39 and HIF activator 0.3.
`Cc1cccc(OC(C)C(=O)N2CCCN(C)CC2)c1C` (stereo not drawn) gave aSyn 5UTR inh -11, HSF1 activator 1, HSP90 inh 1, Platelet DG rel 5, AI-2 QS mod 15, KLF5 inhibitor -2, IEC-6 tox 0, HSF1 inhib 0 and HIF activator 0.1.
`CC(C)N1CCC(N2CCN(Cc3ccc(Oc4ncccn4)cc3)CC2CCO)CC1` (stereo not drawn) gave aSyn 5UTR inh -1, HSF1 activator -52, HSP90 inh -4, Platelet DG rel 7, HDAC3 inhib 0, AI-2 QS mod 4, KLF5 inhibitor -16, IEC-6 tox -1, HSF1 inhib -37 and HIF activator -0.4.
For Cc1ccccc1CNS(=O)(=O)c1ccc2c(c1)C(C)(C)C(=O)N2C the results were aSyn 5UTR inh -13, HSF1 activator 13, HSP90 inh -1, Platelet DG rel 5, HDAC3 inhib -1, AI-2 QS mod 22, KLF5 inhibitor -24, IEC-6 tox -5, HSF1 inhib -3 and HIF activator 0.3.
Screening O=C1CCCC(=O)C1=C1SCCCS1 returned aSyn 5UTR inh -16, HSF1 activator -5, HSP90 inh -5, Platelet DG rel 4, HDAC3 inhib 3, AI-2 QS mod 18, KLF5 inhibitor -12, IEC-6 tox -7, HSF1 inhib -9 and HIF activator -16.
For CCCCCn1c(SCCOCC)nc2c1c(=O)[nH]c(=O)n2C the results were aSyn 5UTR inh 19, HSF1 activator 23, HSP90 inh -4, Platelet DG rel 6, HDAC3 inhib -13, AI-2 QS mod 22, KLF5 inhibitor -29, IEC-6 tox 0, HSF1 inhib 9 and HIF activator -0.1.
Screening COc1ccc(N2C(=O)C(CN3CCN(C)CC3)C2c2ccccc2)cc1 (stereo not drawn) returned aSyn 5UTR inh -13, HSF1 activator 1, HSP90 inh -1, Platelet DG rel -6, HDAC3 inhib 0, AI-2 QS mod -9, KLF5 inhibitor -3, IEC-6 tox 1, HSF1 inhib -3 and HIF activator 0.3.
`CN=C1c2ccccc2CN1c1cccc(C(=O)OC)c1` gave aSyn 5UTR inh -5, HSF1 activator -6, HSP90 inh 3, Platelet DG rel -1, HDAC3 inhib -3, AI-2 QS mod -12, KLF5 inhibitor -19, IEC-6 tox 3, HSF1 inhib 4 and HIF activator 2.2.
Screening COc1ccc(/C=C/c2cc(-c3ccc(C)cc3)o[n+]2C)cc1 returned aSyn 5UTR inh 89*, HSF1 activator -1, HSP90 inh 3, Platelet DG rel -5, HDAC3 inhib 7, AI-2 QS mod 17, KLF5 inhibitor 50, IEC-6 tox 2, HSF1 inhib 3 and HIF activator 0.4.

Sorted by number of heavy atoms (descending): part of the list above.
Screening O=C(O)c1cc(Cl)c(Cl)cc1C(=O)Nc1cccc2ncccc12 returned aSyn 5UTR inh -13, HSF1 activator 56*, HSP90 inh 3, Platelet DG rel 7, HDAC3 inhib -4, AI-2 QS mod 16, KLF5 inhibitor -6, IEC-6 tox 4, HSF1 inhib 15 and HIF activator 0.0.
For CCCCCn1c(SCCOCC)nc2c1c(=O)[nH]c(=O)n2C the results were aSyn 5UTR inh 19, HSF1 activator 23, HSP90 inh -4, Platelet DG rel 6, HDAC3 inhib -13, AI-2 QS mod 22, KLF5 inhibitor -29, IEC-6 tox 0, HSF1 inhib 9 and HIF activator -0.1.
`CN=C1c2ccccc2CN1c1cccc(C(=O)OC)c1` gave aSyn 5UTR inh -5, HSF1 activator -6, HSP90 inh 3, Platelet DG rel -1, HDAC3 inhib -3, AI-2 QS mod -12, KLF5 inhibitor -19, IEC-6 tox 3, HSF1 inhib 4 and HIF activator 2.2.

Of the compounds above, these contain a thiophene ring, fused or not:
Screening CCn1c(SCC(=O)N2CCN(S(=O)(=O)c3ccccc3)CC2)nnc1-c1cccs1 returned aSyn 5UTR inh -6, HSF1 activator 6, HSP90 inh 1, Platelet DG rel 2, HDAC3 inhib -1, AI-2 QS mod 26, KLF5 inhibitor 7, IEC-6 tox 1, HSF1 inhib -1 and HIF activator 0.2.
Screening C=C(C)Cn1c(-c2cccs2)n[nH]c1=S returned aSyn 5UTR inh 13, HSF1 activator -13, HSP90 inh 4, Platelet DG rel -4, HDAC3 inhib 0, AI-2 QS mod 31, KLF5 inhibitor 16, IEC-6 tox 6, HSF1 inhib 2 and HIF activator 0.3.

(list continues)
CCCc1nc(Nc2nc3ccccc3o2)nc(C)c1C(=O)OCC was read as aSyn 5UTR inh -80, HSF1 activator 64*, HSP90 inh 7, Platelet DG rel 2, HDAC3 inhib inconclusive, AI-2 QS mod 20, KLF5 inhibitor -61, IEC-6 tox -5, HSF1 inhib 33 and HIF activator 1.1.
Cc1cc(C(=O)Cn2nnc(-c3ccc(Cl)cc3)n2)c(C)n1CC1CCCO1 (stereo not drawn) was read as aSyn 5UTR inh -13, HSF1 activator 24, HSP90 inh -1, Platelet DG rel 5, HDAC3 inhib -5, AI-2 QS mod -8, KLF5 inhibitor -33, IEC-6 tox -2, HSF1 inhib 18 and HIF activator 0.0.
Screening COc1ccc(CCNC(=O)COC(=O)COc2ccc(Cl)cc2)cc1OC returned aSyn 5UTR inh 16, HSF1 activator 13, HSP90 inh -1, Platelet DG rel 3, HDAC3 inhib 0, AI-2 QS mod 14, KLF5 inhibitor -40, IEC-6 tox 0, HSF1 inhib -3 and HIF activator -0.3.
`CCCC(=O)Nc1ccc(C(N)=O)cc1` gave aSyn 5UTR inh -3, HSF1 activator -8, HSP90 inh 0, Platelet DG rel 18, HDAC3 inhib -1, AI-2 QS mod 8, KLF5 inhibitor -30, IEC-6 tox 1, HSF1 inhib 8 and HIF activator 0.1.
Screening O=C1c2ccccc2-c2c1cccc2C(=O)N1CCOCC1 returned aSyn 5UTR inh -7, HSF1 activator -2, HSP90 inh 2, Platelet DG rel -2, HDAC3 inhib 2, AI-2 QS mod 22, KLF5 inhibitor -16, IEC-6 tox 0, HSF1 inhib -5 and HIF activator 0.1.
Screening CC(=O)c1ccc(NC(=O)/C(=C\c2ccccc2)NC(=O)/C=C/c2ccccc2)cc1 returned aSyn 5UTR inh -13, HSF1 activator 14, HSP90 inh -2, Platelet DG rel 0, HDAC3 inhib -2, AI-2 QS mod 14, KLF5 inhibitor -49, IEC-6 tox -4, HSF1 inhib -2 and HIF activator -0.8.
`Cc1cccnc1NC(=O)C1CCN(S(=O)(=O)c2ccc3ccccc3c2)CC1` gave aSyn 5UTR inh 11, HSF1 activator -51, Platelet DG rel -14, HDAC3 inhib -2, AI-2 QS mod 2, HSF1 inhib -34 and HIF activator -0.5.
For CCc1cccc(C)c1NC(=O)CSc1nc(C)c(C)o1 the results were aSyn 5UTR inh 31, HSF1 activator -17, HSP90 inh -5, Platelet DG rel -27, HDAC3 inhib inconclusive, AI-2 QS mod 11, KLF5 inhibitor -19, IEC-6 tox -8, HSF1 inhib -1 and HIF activator 0.2.
CC(C)Cn1c(-c2nn(C)cc2Cl)n[nH]c1=S was read as aSyn 5UTR inh 4, HSF1 activator 0, HSP90 inh 0, Platelet DG rel -3, HDAC3 inhib 6, AI-2 QS mod 32, KLF5 inhibitor 0, IEC-6 tox -1, HSF1 inhib -9 and HIF activator -0.4.
Cc1cc(C(=O)CSc2nn3c(=O)c(C(C)(C)C)nnc3s2)c(C)n1-c1ccc(F)cc1 was read as aSyn 5UTR inh -30, HSF1 activator 17, HSP90 inh 0, Platelet DG rel -1, HDAC3 inhib -2, AI-2 QS mod 14, KLF5 inhibitor -9, IEC-6 tox -4, HSF1 inhib -5 and HIF activator -0.2.
`COCCC(=O)N1CCC(Oc2ccc(C(=O)NCc3csc(C)n3)cc2)CC1` gave aSyn 5UTR inh -21, HSF1 activator -14, HSP90 inh 1, Platelet DG rel 5, HDAC3 inhib 1, AI-2 QS mod 1, KLF5 inhibitor -10, IEC-6 tox 1, HSF1 inhib 3 and HIF activator -0.2.
Screening Fc1ccc(C(c2nnnn2C2CCCC2)N2CCN(Cc3ccccc3)CC2)cc1 (stereo not drawn) returned aSyn 5UTR inh -1, HSF1 activator 9, HSP90 inh 3, Platelet DG rel 0, AI-2 QS mod 33, KLF5 inhibitor 6, IEC-6 tox -2, HSF1 inhib 0 and HIF activator -0.1.
